Screens (PubChem)
LGR2 inh: Drosophila LGR2 receptor signaling inhibition; HEK293 LGR2, CRE-luciferase, bursicon-stimulated, 4 h; inhibition, % at 9.99 µM; 0.35% of 380,000 active;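 active = drop in luminescence signal, shown as inhibition above about 50% in the replicate tests, limit read from the data, passing the limit was not always enough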;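 also: agonist challenge used bursicon conditioned medium at about half maximal strength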
PAX8 reporter: PAX8 transcriptional activity inhibition; RMG-I TPO-luciferase reporter, SteadyGlo, 24 h; inhibition, % at 12.6 µM; 1.2% of 360,000 active;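 active = mean replicate inhibition at least 60% with every replicate also reaching 60%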;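 also: luciferase light reporting Pax8 driven TPO promoter activity; plate controls were median of neutral control wells for no effect and mitoxantrone controls for full effect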
ERAP1 HTS inh: inhibitors of human ERAP1 aminopeptidase. Q9NZ08. recombinant ERAP1, Leu-AMC fluorescence, 60 min. inhibition, % at 10.7 µM. 0.15% of 340,000 active. AID 652197;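 active = mean replicate inhibition of at least 30%, or all replicates individually reaching that 30% level; inactive = mean below 30% and not every replicate reaching it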;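 also: 0% = neutral control wells and 100% = L-leucinethiol positive control wells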
Target sequence (Q9NZ08 whole entry, looked up): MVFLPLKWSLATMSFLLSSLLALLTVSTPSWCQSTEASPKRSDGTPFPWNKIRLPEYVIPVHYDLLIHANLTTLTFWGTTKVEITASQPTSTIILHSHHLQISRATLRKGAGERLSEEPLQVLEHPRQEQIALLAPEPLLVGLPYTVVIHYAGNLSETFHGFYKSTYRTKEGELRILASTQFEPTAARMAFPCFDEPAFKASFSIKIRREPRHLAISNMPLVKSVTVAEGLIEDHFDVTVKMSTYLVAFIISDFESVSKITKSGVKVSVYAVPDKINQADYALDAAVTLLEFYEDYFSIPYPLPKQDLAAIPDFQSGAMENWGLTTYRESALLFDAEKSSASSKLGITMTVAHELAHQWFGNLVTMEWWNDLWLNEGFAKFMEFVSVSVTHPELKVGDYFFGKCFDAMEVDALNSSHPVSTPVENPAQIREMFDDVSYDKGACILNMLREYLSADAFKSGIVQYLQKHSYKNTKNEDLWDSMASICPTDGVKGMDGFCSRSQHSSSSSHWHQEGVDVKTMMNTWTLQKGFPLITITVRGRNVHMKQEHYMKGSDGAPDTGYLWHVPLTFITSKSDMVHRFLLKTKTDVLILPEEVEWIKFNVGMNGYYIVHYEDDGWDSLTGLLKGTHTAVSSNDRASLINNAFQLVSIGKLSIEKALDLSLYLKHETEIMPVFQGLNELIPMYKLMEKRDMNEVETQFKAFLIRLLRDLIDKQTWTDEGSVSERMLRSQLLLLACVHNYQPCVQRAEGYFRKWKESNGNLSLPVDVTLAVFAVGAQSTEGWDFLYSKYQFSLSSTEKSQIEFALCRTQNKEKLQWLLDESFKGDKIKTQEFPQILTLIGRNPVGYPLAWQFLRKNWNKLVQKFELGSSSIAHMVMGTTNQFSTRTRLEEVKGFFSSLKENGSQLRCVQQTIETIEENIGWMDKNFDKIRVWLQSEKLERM
PglD inh: blocks C. jejuni PglD acetyltransferase activity; 0.098% of 360,000 active; inhibition, % at 12.5 µM; purified PglD enzyme, DTNB colorimetric CoA detection; in the data active = inhibition above about 16%, passing the limit was not always enough; also: strong numbers were not always called active
EWS-Fli inh: blocks EWS/Fli oncoprotein-driven transcription; A673 NR0B1-luciferase reporter, viability-normalised; AID 651661; 0.67% of 350,000 active; inhibition, % at 12.6 µM;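 active = mean inhibition of at least 50% after viability correction, with every replicate also passing that limit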;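 also: firefly luciferase signal divided by Alamar Blue viability fluorescence both relative to DMSO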
S100A4 inh HTS: S100A4-myosin IIA interaction inhibition. S100A4/TAMRA-MyoIIA peptide fluorescence polarization. inhibition, % at 10.7 µM. 0.14% of 360,000 active. AID 652163;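 active = mean inhibition of at least 70% across replicates, with every replicate also reaching that level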
Target sequence (P26447 whole entry, looked up): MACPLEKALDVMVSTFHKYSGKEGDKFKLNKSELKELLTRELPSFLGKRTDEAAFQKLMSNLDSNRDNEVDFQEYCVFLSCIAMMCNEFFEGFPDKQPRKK
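Assay system: human S100A4 monomer with TAMRA-labelled myosin IIA peptide / Buffer or medium: Calcium-containing HEPES buffer, pH 7.2 / Reagent: TAMRA-labelled myosin IIA heavy-chain peptide probe, 5 nM / Compound: one dose per compound / Timing: polarization read 5 min after assay mix addition, stable 5–60 min / Benchmarks: neutral control DMSO, positive control TFP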
FN deposition inh: fibronectin deposition inhibition; AID 743247; 0.086% of 350,000 active; AH1F fibroblasts, Alexa488-fibronectin deposition fluorescence, overnight; inhibition, % at 12.6 µM;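 active = mean inhibition across replicates of 30% or more, regardless of how many single replicates reach that level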;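 also: positive control wells lacked labelled fibronectin entirely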
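Measured by – fluorescence 485/525 nm · System – AH1F fibroblast monolayer, labelled fibronectin deposition · Amount – 10000 cells per well · Buffer or medium – serum-reduced DMEM (2% serum) · Doses – single dose, pinned · Also added – fluorescent fibronectin at 24 nM final · Schedule – 1 h cell attachment, overnight exposure to compound and label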
PGC1a acetyl inh: modulators of PGC1a acetylation | U2OS PGC1a acetylation, AlphaScreen anti-acetyl-lysine; with virally co-expressed GCN5 acetyltransferase | inhibition, % at 15.6 µM | 0.17% of 350,000 active;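 active = every replicate shows inhibition of at least 40%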;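 also: 0% = neutral control wells and 100% = positive control wells; some results beyond the cut were filed as inactive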
An asterisk follows results filed as active; . = no result given.

Preview:
SMILES | LGR2 inh | PAX8 reporter | ERAP1 HTS inh | PglD inh | EWS-Fli inh | S100A4 inh HTS | FN deposition inh | PGC1a acetyl inh
O=C(CSc1n[nH]c(-c2ccncc2)n1)Nc1ccc(Br)cc1 | -7.7 | . | 3.1 | 8.6 | . | -2.2 | 2.1 | 8.2
CN(C)S(=O)(=O)c1ccc(C(=O)NCC(=O)N/N=C/c2cccs2)cc1 | 15.1 | -2.4 | -1.7 | -1.1 | 10.7 | -6.5 | 4.2 | -2.5
COCCCNC(=O)c1csc([C@@H]2O[C@H](CO)[C@H](O)[C@H](O)[C@H]2O)n1 | -11.6 | -10.4 | -1.9 | 0.8 | 0.0 | -5.6 | 3.5 | 10.6
CCOCCCNC(=O)CCn1nc(-c2ccc(Cl)cc2)ccc1=O | -19.0 | 5.8 | 2.6 | -3.3 | -7.7 | -0.4 | 1.4 | -3.6
CCN(CC)c1ccc(-c2n[nH]c(=S)n2-c2ccccc2C)cc1 | -24.6 | 20.7 | 3.7 | . | 14.5 | -0.3 | 13.8 | 10.6
Cc1ccc2sc(NC(=O)CN3C(=O)CCC3=O)nc2c1C | 12.6 | -7.1 | 3.9 | 3.1 | 3.2 | -0.1 | -1.6 | -0.8
O=C(/C=C/c1c(F)cccc1Cl)NCCCN1CCOCC1 | -7.2 | -1.7 | 2.0 | 2.2 | -7.4 | 7.4 | 3.5 | 4.1

This part in full (from the top)
SMILES | LGR2 inh | PAX8 reporter | ERAP1 HTS inh | PglD inh | EWS-Fli inh | S100A4 inh HTS | FN deposition inh | PGC1a acetyl inh
O=C(CSc1n[nH]c(-c2ccncc2)n1)Nc1ccc(Br)cc1 | -7.7 | . | 3.1 | 8.6 | . | -2.2 | 2.1 | 8.2
CN(C)S(=O)(=O)c1ccc(C(=O)NCC(=O)N/N=C/c2cccs2)cc1 | 15.1 | -2.4 | -1.7 | -1.1 | 10.7 | -6.5 | 4.2 | -2.5
COCCCNC(=O)c1csc([C@@H]2O[C@H](CO)[C@H](O)[C@H](O)[C@H]2O)n1 | -11.6 | -10.4 | -1.9 | 0.8 | 0.0 | -5.6 | 3.5 | 10.6
CCOCCCNC(=O)CCn1nc(-c2ccc(Cl)cc2)ccc1=O | -19.0 | 5.8 | 2.6 | -3.3 | -7.7 | -0.4 | 1.4 | -3.6
CCN(CC)c1ccc(-c2n[nH]c(=S)n2-c2ccccc2C)cc1 | -24.6 | 20.7 | 3.7 | . | 14.5 | -0.3 | 13.8 | 10.6
Cc1ccc2sc(NC(=O)CN3C(=O)CCC3=O)nc2c1C | 12.6 | -7.1 | 3.9 | 3.1 | 3.2 | -0.1 | -1.6 | -0.8
O=C(/C=C/c1c(F)cccc1Cl)NCCCN1CCOCC1 | -7.2 | -1.7 | 2.0 | 2.2 | -7.4 | 7.4 | 3.5 | 4.1
CC1CC(C)CN(C(=O)CN2C(=O)NC3(CCCCCC3)C2=O)C1 (centres undefined) | -3.4 | 8.7 | 0.1 | . | 1.8 | 2.6 | . | 13.2
CN(C(=O)C1CCOC1)c1nnc(-c2cnccn2)s1 (centres undefined) | . | -11.9 | . | 3.1 | . | . | -4.3 | 1.2
COc1ccc(C(=O)N2CCCC(Nc3ccc(F)c(F)c3)C2)c(OC)n1 (centres undefined) | 22.0 | 2.4 | 1.7 | -2.2 | -14.3 | -2.8 | 3.3 | .
CCNC(=O)N(C)c1nncnc1C(=O)NC | 2.8 | . | 9.5 | -4.9 | . | 2.6 | -6.9 | 3.4
Cc1nc(CSc2ccc(Cl)cc2)cc(N2CC(C)OC(C)C2)n1 (centres undefined) | 12.8 | 3.0 | -0.8 | -5.8 | -57.5 | 2.5 | 2.5 | -6.2
O=C(NN1C(=O)C2C(c3ccccc3)C=CC(c3ccccc3)C2C1=O)c1ccncc1 (centres undefined) | 4.6 | 0.1 | 1.2 | 6.4 | -2.4 | 3.1 | 5.6 | .
COc1ccc(CCn2c(N)c(C(=O)NCc3ccco3)c3nc4ccccc4nc32)cc1 | -1.3 | 32.3 | 12.1 | . | 16.6 | -41.3 | -1.3 | .
CCOc1ccccc1NC(=O)CCNS(=O)(=O)c1cccc2nsnc12 | 0.0 | -15.1 | 0.6 | 3.2 | 1.4 | -4.1 | 1.7 | -8.4
CC(C)[C@H](NC(=O)N1CCn2c1nc1ccccc12)C(=O)NCC1CCCO1 (some centres undefined) | 8.7 | 1.6 | 2.6 | . | -10.5 | -4.5 | 4.9 | 9.1
CCCN1C2CCCC1CC(NC(=O)c1ccc(C(C)(C)C)cc1)C2 (centres undefined) | -26.6 | 11.8 | -2.8 | -2.5 | -0.5 | -13.4 | 2.2 | .
COc1cc(/C=C(\C#N)c2nc3ccccc3[nH]2)ccc1OC(=O)c1ccco1 | . | -53.9 | -2.8 | . | 6.0 | 3.0 | 1.4 | .
CCc1ccc(/C=C2/C(=O)N(C)C(=S)N2CC(=O)OC)s1 | 4.7 | 2.1 | 1.5 | . | -11.4 | 5.7 | -12.3 | .
CNC(=O)c1ccsc1NC(=O)CCS(=O)(=O)c1ccc(C)cc1 | -0.4 | 33.3 | -0.2 | 1.6 | -2.8 | -0.9 | -5.0 | .
Cc1ccc(S(=O)(=O)N(C)C[C@H]2Oc3ccc(NS(=O)(=O)c4ccc(Cl)cc4)cc3C(=O)N([C@@H](C)CO)C[C@H]2C)cc1 | 3.9 | . | -3.8 | . | 3.8 | 7.2 | . | -16.8
COC(=O)CCN(C(=O)c1cc([N+](=O)[O-])cc([N+](=O)[O-])c1)c1ccccn1 | 12.4 | 7.3 | -2.0 | 2.4 | -2.0 | -9.8 | 7.0 | -0.2
CC(C)CC#Cc1ccc2c(c1)O[C@H](CN(C)Cc1ccc(F)cc1)[C@@H](C)CN([C@H](C)CO)S2(=O)=O | 2.8 | -4.0 | 0.2 | 0.3 | 22.7 | -2.3 | . | -1.1
Cc1cc2ncc(-c3ccccc3)nc2cc1C | -11.2 | -17.3 | 0.1 | -5.1 | 29.8 | -7.0 | 2.3 | -3.4
CCC(=O)Nc1ccc2c(c1)OC[C@@H](C)N(Cc1ccccc1F)C[C@H](C)[C@@H](OC)CN(C)C2=O | 12.0 | 5.1 | -0.5 | -3.0 | 11.2 | -1.7 | -11.6 | .
(continued)
SMILES | LGR2 inh | PAX8 reporter | ERAP1 HTS inh | PglD inh | EWS-Fli inh | S100A4 inh HTS | FN deposition inh | PGC1a acetyl inh
CCC(=O)N(C)C[C@H]1Oc2ncc(C#C[C@H](C)O)cc2C(=O)N([C@H](C)CO)C[C@H]1C | 9.2 | -7.0 | 1.5 | 2.5 | -8.0 | -6.1 | . | 5.5
c1cc(-n2nnc3cnccc32)ccn1 | 8.8 | 2.8 | . | -8.4 | 9.2 | 0.4 | 0.9 | 14.5
O=C(NCC1CCCO1)C(=O)N/N=C/c1cccc(Cl)c1 (centres undefined) | -24.0 | -3.4 | -0.7 | 3.6 | -7.7 | 18.5 | -1.2 | .
Cc1nc2ccccc2c2oc(C(=O)N3CCc4ccccc4C3)cc12 | 17.8 | 12.9 | . | 2.3 | 9.6 | 12.7 | 11.7 | -2.4
O=c1cc(-c2ccc(O)cc2)oc2cc(O)cc(O)c12 | . | -439.3 | 0.2 | -4.1 | -11.2 | -3.9 | 8.7 | -11.8
COc1ccc(N(CC(=O)NCC2CCCO2)S(=O)(=O)c2ccccc2)cc1OC (centres undefined) | 1.7 | 6.0 | 1.3 | -4.8 | 0.7 | -4.4 | 1.7 | .
COC(C(=O)Nc1cccc([N+](=O)[O-])c1)c1ccccc1 (centres undefined) | -1.8 | 6.1 | 1.6 | 9.7 | 7.3 | -1.5 | -22.2 | .
COc1ccc(N2CCN(C3CCCN(Cc4cccc(OC)c4)C3)CC2)cc1 (centres undefined) | . | 3.6 | 3.5 | -11.5 | 10.5 | -4.1 | 6.1 | 14.9
COc1ccc(COCCN2CCN(S(=O)(=O)c3ccc(C)cc3)CCC2=O)cc1 | 5.2 | -12.3 | . | . | -0.5 | -6.3 | 6.1 | .
CC(=O)OCc1nc2sc3c(c2c(=O)[nH]1)CCCC3 | . | -24.2 | . | 14.4 | . | . | 14.7 | 23.6
COc1cccc(Nc2nc(CN3CCOCC3)nc3sc4c(c23)CCCC4)c1 | -4.0 | -3.7 | -1.3 | -2.4 | 3.1 | 0.9 | 3.0 | .
COc1ccc(-c2oc3ccc(-c4cc(OC)c(OC)c(OC)c4)cc3c2C#Cc2ccccn2)cc1 | 19.2 | 52.2 | 7.8 | 1.3 | 29.6 | 1.3 | 3.0 | 10.3
COc1cc(OC)cc(-c2nnc(NC(=O)Cc3ccc(F)cc3)o2)c1 | -3.6 | -7.4 | 1.2 | 5.4 | . | 1.9 | 1.6 | 5.0
C[C@H]1CN([C@@H](C)CO)C(=O)c2cccc(NS(=O)(=O)c3ccc(F)cc3)c2O[C@@H]1CN(C)S(=O)(=O)c1ccc(Cl)cc1 | -1.6 | . | 3.1 | -1.7 | -5.9 | 24.8 | . | -10.2
O=C(NCc1ccco1)/C(=C/c1ccc([N+](=O)[O-])cc1)NC(=O)c1ccco1 | 25.5 | -19.7 | 1.6 | -0.5 | 3.3 | -2.1 | -3.6 | -0.3
O=C(CN1CCN(c2ccc(F)cc2)CC1)N1CCC(Cc2ccccc2)CC1 | 17.5 | . | -1.1 | 7.3 | . | -0.7 | . | 8.4
c1c2c(cc3sc(N4CCOCC4)nc13)OCCO2 | . | 38.1 | . | 0.6 | . | . | -9.3 | 6.1
O=C(NC(=S)Nn1cnnc1)c1ccccc1Cl | 10.5 | 8.6 | -7.8 | . | -1.9 | -5.8 | -8.2 | 5.7
CN(Cc1ccccc1)S(=O)(=O)c1ccc(Cl)c(C(=O)NCc2cccnc2)c1 | -3.5 | -4.8 | 1.7 | -3.8 | 4.6 | -1.2 | -0.4 | -1.0
COc1ccc(Cl)cc1C(=O)NC(=S)Nc1nc(C)cc(C)n1 | . | -18.6 | . | -11.4 | 0.4 | 2.6 | -0.4 | -1.9
C=CCn1c(SCC(=O)N(C)c2c(N)n(Cc3ccccc3)c(=O)[nH]c2=O)nnc1-c1ccccc1OC | 0.4 | 14.8 | 0.9 | 5.9 | . | 0.9 | . | -9.7
Cc1ccc(NC(=O)c2ncn(CCCNCc3ccc4c(c3)OCO4)n2)cc1C | -4.5 | -3.8 | -1.2 | 5.2 | 2.8 | -2.3 | -3.8 | -3.7
CC(C)NC(=O)N(C)C[C@@H]1OCCCC[C@@H](C)Oc2ccc(NC(=O)c3ccccc3)cc2C(=O)N([C@H](C)CO)C[C@H]1C | 13.6 | 8.4 | 1.1 | 2.8 | . | 4.5 | . | 5.8
Cc1ccc(Sc2cc(C(=O)c3ccccc3C(=O)O)ccc2[N+](=O)[O-])cc1 | -5.1 | -4.6 | 4.5 | 5.5 | -3.0 | 0.5 | 7.8 | -0.5
CC1C/C(=N\NC(=O)c2ccc([N+](=O)[O-])cc2)CC(C)(C)C1 (centres undefined) | -10.7 | 14.9 | 0.1 | 3.9 | -10.5 | 5.7 | -3.3 | 5.2
C[C@@H]1CN([C@H](C)CO)S(=O)(=O)c2ccc(C3=CCCCC3)cc2O[C@@H]1CN(C)S(=O)(=O)c1cn(C)cn1 | 16.0 | 5.0 | -0.4 | 1.9 | -0.4 | -2.6 | 0.0 | -0.3
CC1(C(=O)NCc2cccnc2)CCN1C(=O)c1cccc(F)c1 (centres undefined) | -7.1 | -15.8 | -1.9 | 1.8 | 2.9 | -1.2 | . | .
O=C(CCN1C(=O)c2ccccc2C1=O)C1=NN[C@@H]2C(=O)N(c3ccc4c(c3)OCO4)C(=O)[C@H]12 | -1.5 | -12.4 | 2.7 | -5.6 | -0.3 | -3.3 | -3.6 | 6.8
CCSc1ccccc1C(=O)NCc1cccnc1 | -1.2 | 21.0 | -0.1 | -2.0 | 2.3 | 0.9 | -3.3 | 4.4
